# From PubChem BioAssay
# Wnt bcat act: activators of Wnt/beta-catenin signaling; activation, % at 9.35 µM; hit rate 1.2% among 300,000; Wnt/beta-catenin reporter cell assay, activator, plate reader; AID 743398; in the data active means activation above about 30%, passing the limit was not always enough;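 further: 0% = neutral control wells and 100% = positive control wells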
# * hit, by the source's call. Some of the compounds tested; rates above refer to the full screens.
Wnt bcat act | SMILES
-3 | O=C(NCCc1ccccc1)c1cc(S(=O)(=O)N2CCCCC2)c[nH]1
-3 | COc1cccc(CN2CCC2(C)C(=O)Nc2cccc(NS(C)(=O)=O)c2)c1OC (stereo not given)
2 | O=C1c2ccccc2C(c2nnnn2Cc2ccccc2)N1CCc1ccc(O)cc1 (stereo not given)
-1 | CCC(=O)NNC(=O)CCC(=O)Nc1ccccc1
-2 | CCc1nc2ccc(C(=O)Nc3ccc(NC(C)=O)cc3)cn2c1N(CCC(C)C)CCN(C)C
0 | COc1cccc(C(c2nnnn2C2CCCC2)N2CCN(C/C=C/c3ccccc3)CC2)c1OC (stereo not given)
-6 | COc1ccc(F)cc1-c1cc(C(=O)NCc2cccc(C(F)(F)F)c2)[nH]n1
-1 | CC(C)N(C)c1ncnc2c1ncn2[C@H]1CN(Cc2ccc(-c3ccccc3)cc2)C[C@@H](CO)O1
-4 | O=C(NCc1ccco1)c1ccc(-c2ccc(F)c(F)c2)c2ccoc12
-2 | C[C@H](O)[C@@H]1C(=O)N2CCc3c([nH]c4cccc(-c5ccccc5)c34)[C@@H]2C[C@@H]1N(C)C(=O)c1ccccc1
-2 | COc1cccc(CNC(=O)[C@@H]2CCCN2C(=O)[C@H]2CCCCN2C(=O)c2ccccc2)c1
7 | CCc1nc2c(OCc3ccccc3)cccn2c1N(C)C(=O)C(C)C
-3 | CCOC(=O)[C@]12CCC=C1N(Cc1ccco1)C(=O)[C@H](CC(=O)N1CCOCC1)C2
-5 | Cc1ccc2c(CN(Cc3ccccc3)Cc3ccccc3)cc(=O)oc2c1
0 | Cc1cccc(C)c1NC(=O)C1(C)CCC(=O)N1C1CCN(Cc2ccccc2)CC1 (stereo not given)
-2 | CC(C)C[C@@H](CN1CCC[C@H]1CN1C(=O)C(=O)NC[C@@H]1Cc1ccc(O)cc1)N1C[C@H](Cc2ccc(O)cc2)N(CC2CCCCCC2)C(=O)C1=O
0 | CC(=O)O[C@@H](Cc1ccc(O)cc1)C(=O)CC(C)C
-3 | c1ccc(OCCNc2nc(NCC3CC3)nc3cc(-c4ccccc4)sc23)cc1
0 | O=C(NCCN1CCC(n2c(=O)[nH]c3ccccc32)CC1)c1cccs1
-3 | CCc1oc(-c2ccc(OC)cc2)c(C(=O)OCCCCCO)c1C(C)OCCO (stereo not given)

# Part of the list above, reformatted:
> CC(C)N(C)c1ncnc2c1ncn2[C@H]1CN(Cc2ccc(-c3ccccc3)cc2)C[C@@H](CO)O1
- Wnt bcat act: -1
> O=C(NCc1ccco1)c1ccc(-c2ccc(F)c(F)c2)c2ccoc12
- Wnt bcat act: -4
> C[C@H](O)[C@@H]1C(=O)N2CCc3c([nH]c4cccc(-c5ccccc5)c34)[C@@H]2C[C@@H]1N(C)C(=O)c1ccccc1
- Wnt bcat act: -2
> COc1cccc(CNC(=O)[C@@H]2CCCN2C(=O)[C@H]2CCCCN2C(=O)c2ccccc2)c1
- Wnt bcat act: -2

# Further records follow:
Wnt bcat act | SMILES
-1 | COc1ccc(OC)c(NC(=O)c2cc(-c3ccc(F)cc3OC(C)C)n[nH]2)c1
-4 | CCOC(=O)[C@]12CCCC=C1N(Cc1ccccc1)C(=O)[C@H](CC(=O)NCc1cccc3ccccc13)C2
-2 | O=C(Nc1ccccc1C(=O)Nc1nccs1)c1ccccc1
-1 | CCOC(=O)C1CCCN(C(=O)c2cccs2)CC1 (stereo not given)
-1 | COCc1cc(N2CCNC[C@H]2C)ccc1N1CCS(=O)(=O)CC1
-2 | O=C1C=C(OCCCl)CC(c2cccc(Cl)c2)O1 (stereo not given)
1 | CS(=O)(=O)N1c2ccccc2[C@]2([C@@]34C[C@H]5C(=O)N[C@@H](Cc6ccccc6)C(=O)N5[C@@H]3N(S(C)(=O)=O)c3ccccc34)C[C@H]3C(=O)N[C@@H](Cc4ccccc4)C(=O)N3[C@H]12
-3 | C/C(=N/O)c1ccc(N2C(=O)C3C4C=CC(C3C2=O)C2C3C(=O)N(c5ccc(/C(C)=N/O)cc5)C(=O)C3C42)cc1 (stereo not given)
-1 | CC(=O)NCCNC(=O)C1Cc2c(-c3cccc(NC(C)=O)c3)ccnc2O1 (stereo not given)
-9 | COc1ccccc1CCn1cnc(-c2ccc(F)cc2)c1CC(C)C
-1 | Cc1nnc(NCC=Cc2ccccc2)s1
-1 | O=C(COc1ccc2c(-c3ccccc3)cc(=O)oc2c1)N1C[C@H]2C[C@@H](C1)c1cccc(=O)n1C2
-3 | O=C(COc1ccc2ccc(=O)oc2c1)NC1CCS(=O)(=O)C1 (stereo not given)
1 | CCNC(=O)C1(C)CCCN(C(=O)c2cc(-c3cccs3)oc2C)C1 (stereo not given)
2 | CCC(C(=O)NC(C)(C)C)n1c(C(c2ccccc2)c2ccccc2)nc2ccccc21 (stereo not given)
-3 | O=[N+]([O-])c1cc2c(ccc3occc32)o1
-5 | Cc1ccc(Cl)cc1-c1cc(C(=O)NCc2ccco2)[nH]n1
1 | Nc1ncnc2c1ncn2[C@@H]1O[C@H](C(=O)NCc2ccc(OC(F)(F)F)cc2)[C@@H](O)[C@H]1O
-2 | Cc1cc(NC(=O)c2ccc3sc([C@@H]4O[C@H](CO)[C@H](O)[C@H](O)[C@H]4O)nc3c2)n(C)n1
-5 | COc1cc2c(cc1[N+](=O)[O-])-c1ccc([N+](=O)[O-])cc1C2

# Reprinted from the results shown, two compounds:
Wnt bcat act | SMILES
-2 | Cc1cc(NC(=O)c2ccc3sc([C@@H]4O[C@H](CO)[C@H](O)[C@H](O)[C@H]4O)nc3c2)n(C)n1
-5 | COc1cc2c(cc1[N+](=O)[O-])-c1ccc([N+](=O)[O-])cc1C2

# The listing continues.
Wnt bcat act | SMILES
-1 | O=C(C[C@H]1CC[C@@H]2[C@H](COC[C@@H](O)CN2Cc2ccc(Cl)cc2)O1)NCCc1ccccc1
-1 | O=C(Nc1ccc2c(c1)OCCO2)C(C1CC1)N1CCN(c2ccc(F)cc2)CC1 (stereo not given)
-14 | O=C(NCc1cccs1)C1Cc2c(-c3ccc(Cl)cc3)ccnc2O1 (stereo not given)
-5 | O=C(N[C@H](Cc1ccccc1)C(=O)N1CCN(C(=O)N2CCCCC2)CC1)[C@H]1O[C@@H](n2ccc(=O)[nH]c2=O)[C@H](O)[C@@H]1O
3 | COC(=O)[C@]12CCCCC=C1N(Cc1ccco1)C(=O)[C@H](CC(=O)NCCCCc1ccccc1)C2
1 | CCCCCCCCN
-1 | O=C1OC2C(O)COC23OC(O)CCC13O (stereo not given)
-1 | Cc1cc(NC(=O)CSCC(=O)OCC(=O)c2ccc(Br)cc2)no1
0 | O=C(C[C@H]1CC[C@@H]2[C@H](COC[C@H](O)CN2Cc2cccc(F)c2)O1)NCc1cccc(F)c1
0 | C=CCOC(=O)Nc1nc(CCNC(=O)OCc2ccccc2)c(C(=O)O)s1
-1 | COc1ccc(Cl)c(-c2cc(C(=O)Nc3ccc(C)c(NS(C)(=O)=O)c3)[nH]n2)c1
-2 | Cc1ccsc1C(=O)N1CCC1(C)C(=O)NCc1cccc2ccccc12 (stereo not given)
-15 | CN(C)C(=O)c1cccc(-c2cnc3c(NC=O)cc(-c4cccc(C(F)(F)F)c4)cn23)c1
0 | C[C@@H]1CN([C@H](C)CO)C(=O)CCCn2nncc2CO[C@H]1CN(C)C(=O)Nc1ccc2c(c1)OCCO2
-8 | C[C@@H]1C=CCCO[C@]12C(=O)N(Cc1ccc(F)cc1)c1cccc(Br)c12
-3 | COC(=O)[C@]12CCCCC=C1N(CCC1=CCCCC1)C(=O)[C@H](CC(=O)N1CCCCC1)C2
-1 | C[C@@H]1COc2cccc(N3CCSCC3)c2S(=O)(=O)N1
-3 | O=S(=O)(CS(=O)(=O)c1ccc(Br)cc1)c1ccc(Br)cc1
-3 | OC[C@@H]1CN(Cc2ccc(F)cc2)C[C@H](n2cnc3c(NC4CC4)ncnc32)O1
-2 | C#Cc1ccc(NC(=O)C2(C)CCN2C(=O)Cc2ccc(-c3ccccc3)cc2)cc1 (stereo not given)
-2 | CCOC(=O)C1=CCN(S(=O)(=O)c2cccc(Cl)c2)C1c1cccc(C)c1 (stereo not given)
0 | CC1(C(=O)NS(=O)(=O)c2cccc(Cl)c2)CCN1C(=O)Cc1ccccc1 (stereo not given)
-2 | O=CNc1cc(-c2ccoc2)cn2c(-c3ccc(F)cc3)cnc12
-2 | O=S1(=O)N[C@H](Cc2ccccc2)COc2cc(N3CCN(Cc4ccccc4F)CC3)ccc21
-2 | Cc1ccc(NC(=O)COC(=O)CCc2c[nH]c3ccccc23)cc1
9 | CCOc1ccc(C(=O)N/N=C/c2c(C)[nH]c(=O)[nH]c2=O)cc1
-8 | OC(c1cccc(CN2CCCCC2)c1)c1ncc(-c2ccccc2Cl)[nH]1 (stereo not given)
0 | c1ccc(COc2cccc(-c3cc4nc(NCCN5CCOCC5)ccn4n3)c2)cc1
-1 | CC(O)(c1cccnc1)c1nc(-c2ccoc2)cs1 (stereo not given)
-8 | Cc1cc(C)cc(C(O)c2ncc(-c3cccc(C(F)(F)F)c3)[nH]2)c1 (stereo not given)
24 | Cc1ccc2nc(-c3ccc(F)cc3)c(Cc3cccc(Cl)c3)n2c1
1 | CC1(C)O[C@H]2OC([C@H](O)CON3C(=O)c4ccccc4C3=O)[C@H](O)[C@H]2O1 (stereo not given in full)
-5 | COc1ccc([C@@H]2C[C@@H](c3ccccc3)Oc3c(C)ccc(C(C)C)c32)cc1
6 | Nc1[nH]c(C(=O)c2ccc(Br)cc2)c(-c2ccccn2)c1C(=O)NCCc1c[nH]c2ccccc12
-1 | COc1cccc(-c2cc(NC=O)c3ncc(-c4ccc(OC)c(OC)c4)n3c2)c1
-2 | COc1ccc(CN2C(=O)CN(S(C)(=O)=O)CC2(C)C(=O)NCc2ccccc2)cc1OC (stereo not given)
-3 | CSc1ccccc1-c1ccc2nccn2c1
46* | COc1ccc(CNC(=O)COC(=O)c2c(NC(C)=O)sc(C)c2C)cc1OC
-1 | COc1ccc(-c2ccc3nccn3c2)cc1
0 | CCCCN1C(=O)C(CC(=O)NCCCCc2ccccc2)CC(C(=O)N2CCCCCC2)=C1C (stereo not given)

# Two entries from above in a different format:
compound,Wnt bcat act
CC(O)(c1cccnc1)c1nc(-c2ccoc2)cs1 (stereo not given),-1
Cc1cc(C)cc(C(O)c2ncc(-c3cccc(C(F)(F)F)c3)[nH]2)c1 (stereo not given),-8

# Additional structures follow:
Wnt bcat act | SMILES
-2 | Cc1noc(C)c1C(=O)N1CCC1(C)C(=O)NS(=O)(=O)c1cccc(OC(F)F)c1 (stereo not given)
-1 | CCCN(CCC)Cc1cc(=O)oc2cc(C)ccc12
-2 | S=C(NCCc1ccccc1)N1CCC2CC1c1cc(-c3ccc4c(c3)OCO4)ccc12 (stereo not given)
-2 | C[C@@H]1CN([C@@H](C)CO)S(=O)(=O)c2ccc(Br)cc2O[C@@H]1CN(C)S(=O)(=O)c1ccc(F)cc1
-1 | O=C1NC[C@H](Cc2ccccc2)N(C[C@@H]2CCCN2C[C@H](Cc2ccc(O)cc2)N2C[C@H](Cc3ccccc3)N(CCc3ccccc3)C(=O)C2=O)C1=O
-2 | CN1CCC(NC(=O)C2(C)CCN2Cc2ccc3ccccc3c2)CC1 (stereo not given)
3 | CNc1ccc2ncc(-c3ccccc3C(C)=O)n2n1
0 | Cc1ccc2oc(NC3=NC4(CCCC4)C4=C(CCCC4=O)N3)nc2c1
-2 | COCC(=O)N1CCCC(C)(C(=O)Nc2cccc(Oc3ccccc3)c2)C1 (stereo not given)
-1 | CSCC[C@@H](CO)NC(=O)[C@H]1O[C@@H](n2ccc(=O)[nH]c2=O)[C@H](O)[C@@H]1O
-28 | COC(=O)C1=C(C)N(Cc2cccc(C(F)(F)F)c2)C(=NCc2ccc3c(c2)OCO3)NC1c1cccc(C(F)(F)F)c1 (stereo not given)
-3 | CN(C)c1ccc(CC(=O)N2CCCCC2c2cc(C(=O)Nc3ccccc3Cl)no2)cc1 (stereo not given)
-2 | S=C(Nc1ccccc1)N1CCN(C(=S)Nc2ccccc2)CC1
-2 | CCOC(=O)C1=CCN(S(=O)(=O)c2ccc(F)cc2)C1c1ccc(Br)cc1 (stereo not given)
-1 | COc1cccc(CN(C)C(=O)CC[C@H]2O[C@@H](n3cnc4c(NC(=O)c5ccccc5)ncnc43)[C@H](O)[C@@H]2O)c1
-3 | OCc1cccc(-c2csc(C(O)(c3ccccc3)C(F)(F)F)n2)c1 (stereo not given)
1 | O=S1(=O)CC(N2CC=CC2)CN1Cc1cn(Cc2ccc(F)cc2)nn1 (stereo not given)
-4 | Cn1nc(C(C)(C)C)cc1N1C(=O)CCC1(C)C(=O)Nc1ccc2c(c1)OCCO2 (stereo not given)
-2 | C=CC[C@]1(c2ccccc2)C(=O)N2C[C@H]3CON(C)[C@H]3C[C@H]2c2ccccc21
24 | Cc1ccc2nc(-c3cccc(Br)c3)c(Cc3ccccn3)n2c1
-3 | COC(=O)c1ccc(N2C(c3cc(OC)cc(OC)c3)=Cc3ccc(OC)cc3C2CC(=O)c2ccco2)cc1 (stereo not given)
2 | CCCn1cnnc1CNC(=O)[C@@H](Cc1ccccc1)NC(=O)[C@H]1O[C@@H](n2ccc(=O)[nH]c2=O)[C@H](O)[C@@H]1O
0 | Cc1ccc(S(=O)(=O)N2C[C@@]3(O)Cn4c(=O)ccc(=O)n4C[C@@]3(OC(=O)NCC3CCCCC3)C2)cc1
-1 | CN1OC[C@@H]2CN(Cc3ccccc3)[C@H](c3ccc(-n4ccnc4)cc3)C[C@@H]21
-1 | CCC(=O)N1CCCC(C)(C(=O)Nc2nccc3cccnc23)C1 (stereo not given)
3 | CN1CCN(C(=O)C2=NOC3(C2)C(=O)Nc2ccccc23)CC1 (stereo not given)
-1 | COc1cccc(C(O)c2ncc(-c3ccc(Cl)cc3)[nH]2)c1 (stereo not given)
-5 | CCOC(=O)C1=C(C(=O)OCC)C2N(Cc3ccc(C#N)cc3)c3ccccc3[C@@]23C[C@@H](C(=O)OC)N(S(=O)(=O)c2ccccc2)C3=N1 (stereo not given in full)
-6 | Cc1c(C(=O)NCc2ccc(Cl)c(Cl)c2)sc(=O)n1Cc1cccc(F)c1
-2 | CCc1nc2c(OCc3ccc(C(=O)N(C)C)cc3)cccn2c1N(C)C(=O)Nc1ccccc1OC
-2 | COCCNc1nc(NCc2cccc(OC)c2)c2sccc2n1
-2 | COC(=O)/C=C1\OCc2cccc(C)c21
-3 | Cc1ccc(NC(=O)N2CC(C)OC(C)C2)cc1[N+](=O)[O-] (stereo not given)
